Assay outcomes: PubChem, NMMLSC
GSH bead fluor: compound fluoresces at 488/530 nm on GSH beads; GSH beads flow cytometry, compound fluorescence 488/530 nm; stronger effect = higher value; fluorescence (KMESF) at 10 µM; actives 0.25% (n = 190,000); AID 1776; in the data active = fluorescence above about 89;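 also: glutathione beads carrying GST-tagged Bcl family fusion proteins plus one bare bead set; values are compound well signal with DMSO vehicle wells as background; inactives centre near 16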
Bcl-2 Bim block: human Bim-Bcl-2 interaction inhibition; P10415; Bead-based flow cytometry, Bim peptide-Bcl-2 binding; inhibition, % at 10 µM; actives 0.06% (n = 190,000); in the data active = inhibition above about 40%; inconclusive = no clear call, values can overlap the other calls;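 also: 0% = no compound wells with probe peptide and 100% = reference peptide inhibitor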
Target sequence (P10415 whole entry, looked up): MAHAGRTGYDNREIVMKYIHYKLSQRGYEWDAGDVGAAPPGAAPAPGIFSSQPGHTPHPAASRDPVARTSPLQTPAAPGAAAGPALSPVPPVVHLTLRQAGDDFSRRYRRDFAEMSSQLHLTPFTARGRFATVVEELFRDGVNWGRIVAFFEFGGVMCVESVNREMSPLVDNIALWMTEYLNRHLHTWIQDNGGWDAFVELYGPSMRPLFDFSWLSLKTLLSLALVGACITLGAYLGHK
Bim-Bcl-B: disrupts Bim peptide binding to human Bcl-B | Q9HD36 | bead-based flow cytometry | inhibition, % at 10 µM | actives 0.073% (n = 190,000);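 also: 0% = tracer peptide without compound and 100% = reference inhibitor peptide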
Target sequence (Q9HD36 whole entry, looked up): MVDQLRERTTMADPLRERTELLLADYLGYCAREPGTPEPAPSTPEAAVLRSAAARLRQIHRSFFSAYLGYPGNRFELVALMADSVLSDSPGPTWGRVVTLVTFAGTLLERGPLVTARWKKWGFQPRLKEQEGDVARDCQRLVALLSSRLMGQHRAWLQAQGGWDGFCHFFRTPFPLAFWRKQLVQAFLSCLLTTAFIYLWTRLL
Bfl-1 Bim block: disrupts Bim binding to human Bfl-1 | inhibition, % at 10 µM | actives 0.12% (n = 190,000) | Bead-based flow cytometry, Bim-Bfl-1 binding inhibition | Q16548;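 also: 0% = wells without compound plus tracer and 100% = blocker peptide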
RGS7-Gao reg: human RGS7-Galphao interaction regulation | P09471 | binding response (% of control), % at 10 µM | actives 0.35% (n = 220,000) | Multiplexed bead flow cytometry, RGS7-Galphao binding; actives lie on both sides; in the data active = binding response below about 49% or above about 150%; inconclusive = no clear call, values can overlap the other calls; inactive = in between;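 also: fluorescent Galphao held in activated GDP-AlF4 state binding bead-coupled RGS7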
ABCG2 block: blocks JC-1 efflux by human ABCG2 transporter. actives 0.1% (n = 190,000). Q9UNQ0. inhibition, % at 6.6 µM. IgMXP3 cells, flow cytometry;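 active = inhibition above 80%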;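 also: 0% = DMSO and 100% = nicardipine control wells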
Target sequence (Q9UNQ0 whole entry, looked up): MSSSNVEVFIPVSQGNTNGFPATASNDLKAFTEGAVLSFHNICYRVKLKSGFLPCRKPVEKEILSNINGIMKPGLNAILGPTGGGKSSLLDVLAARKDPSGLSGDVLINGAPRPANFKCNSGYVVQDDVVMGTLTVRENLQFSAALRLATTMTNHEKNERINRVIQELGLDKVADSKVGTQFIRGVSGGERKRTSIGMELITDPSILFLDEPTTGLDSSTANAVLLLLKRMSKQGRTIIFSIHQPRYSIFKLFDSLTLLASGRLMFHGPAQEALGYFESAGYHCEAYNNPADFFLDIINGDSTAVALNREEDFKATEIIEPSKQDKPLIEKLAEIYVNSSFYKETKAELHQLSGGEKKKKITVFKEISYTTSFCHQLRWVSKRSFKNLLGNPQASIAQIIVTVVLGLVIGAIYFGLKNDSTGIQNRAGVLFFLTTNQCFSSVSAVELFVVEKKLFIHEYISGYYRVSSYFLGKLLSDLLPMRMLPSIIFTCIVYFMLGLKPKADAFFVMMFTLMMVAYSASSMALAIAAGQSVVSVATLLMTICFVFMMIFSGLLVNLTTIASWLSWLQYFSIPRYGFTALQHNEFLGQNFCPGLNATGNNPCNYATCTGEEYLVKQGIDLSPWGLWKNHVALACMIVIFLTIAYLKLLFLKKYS
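Incubation: cells with compound and JC-1, 10 min at 25 °C, rotating, no wash / Test system: IgMXP3 (ABCG2) plus far-red-tagged CCRF-Adr (ABCB1) cells / Compound dosing: one concentration, 6.6 µM final / Also added: JC-1 fluorescent substrate / Evaluation: efflux inhibition in percent versus controls / Detection: flow cytometry, 530 nm JC-1 signal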
RGS4-Gao reg: modulates binding of RGS4 to human Galphao | P09471 | Multiplexed bead flow cytometry; actives lie on both sides | binding response (% of control), % at 10 µM | actives 0.33% (n = 220,000); in the data active = binding response below about 49% or above about 150%; inactive = in between;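 also: fluorescent Galphao activated with aluminum fluoride binding bead-coupled RGS4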
Bim-Bcl-W: inhibitors of Bim-Bcl-W interaction, human. AID 952. inhibition, % at 10 µM. actives 0.02% (n = 190,000). bead-based flow cytometry, Bim peptide-Bcl-W binding;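 also: 0% = bound tracer without compound and 100% = peptide blocker; higher means less fluorescent Bim peptide bound to Bcl-W beads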
ABCB1 block: human ABCB1 inhibition, ABCG2 as counter-screen; P08183; actives 0.067% (n = 190,000); CCRF-Adr cells, JC-1 efflux, flow cytometry; inhibition, % at 6.6 µM; in the data active = inhibition above about 40%;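 also: 0% = vehicle and 100% = reference inhibitor; higher value means more JC-1 retained so stronger ABCB1 efflux block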
Bim-Bcl-XL: disrupts Bim peptide binding to human Bcl-XL | Q07817 | bead flow cytometry, fluorescence | inhibition, % at 10 µM | actives 0.04% (n = 190,000)
Avidin fluor: compound fluoresces at 488/530 nm on avidin beads; compound fluorescence 488/530 nm, flow cytometry; stronger effect = higher value; AID 1775; actives 0.38% (n = 220,000); fluorescence (KMESF) at 10 µM; in the data active = fluorescence above about 47; also: inactives centre near 10
Active calls of the source: *; ? = inconclusive; . = not tested or not shown. Rule as the data show it, unless noted: active = inhibition above about 40%.

SMILES	GSH bead fluor	Bcl-2 Bim block	Bim-Bcl-B	Bfl-1 Bim block	RGS7-Gao reg	ABCG2 block	RGS4-Gao reg	Bim-Bcl-W	ABCB1 block	Bim-Bcl-XL	Avidin fluor
CCOc1ccc(NC(=O)CN(C)S(=O)(=O)c2cccs2)cc1	18	-1	-6	-12	102	.	101	3	.	-4	6
CN1c2ccccc2-c2nc3ccccc3n2C1c1ccncc1 (stereo not given)	19	-5	-6	-9	97	1	94	2	1.2	-2	5
Cc1ccc(-c2csc(NC(=O)C3CC=CCC3C(=O)O)c2C(=O)OC(C)C)cc1 (stereo not given)	25	-13	-7	-11	102	20	103	-7	0.3	-13	10
COc1ccc(OC)c(NC(=O)c2cn(C)c(=O)c3cc(OC)c(OC)cc23)c1	11	-6	-7	-9	104	-6	101	1	-2.8	-4	10
CCOC(=O)c1sc(N(Cc2ccccc2)C(=O)CN2C(=O)CN(C)C2=O)nc1C	19	-2	0	0	106	4	100	-1	2.1	0	13
N#C/C(=C(\O)c1ccco1)c1ccccn1	71	-4	-2	-6	92	1	91	-2	0.2	-1	8
COc1cc(/C=C2\N=C(c3c(-c4ccccc4)noc3C)OC2=O)ccc1OC(C)=O	16	-3	-6	-7	103	4	104	0	0.4	-2	10
CCn1c(CNc2cccc(Cl)c2)nnc1SCC(=O)OC1CCCCC1	32	-3	-7	-19	102	27	101	-3	1.3	-8	14
C[N+](C)(C)CC/C=C1/c2ccccc2CSc2ccccc21	14	6	0	1	100	1	103	2	0.1	0	9
C=CCN(CC=C)C(=O)C(=O)c1ccn(-c2c(C)csc2C(=O)OC)c1	19	-6	-6	-6	96	5	97	-3	4.4	-4	7
Cc1cccc(C)c1NC(=O)CS(=O)CC(=O)NC1CCN(Cc2ccccc2)CC1 (stereo not given)	24	4	-2	4	96	1	99	-4	-0.2	-3	21
COc1ccc2cc(/C=N/NC(=O)CN(c3ccccc3)S(=O)(=O)c3ccccc3)c(Cl)nc2c1	12	0	-5	0	103	-5	105	-3	-0.8	-5	4
O=C(Nc1cccc(S(=O)(=O)Nc2ccccc2Cl)c1)c1ccc(Cl)nc1	9	-4	-3	0	94	5	96	-4	0.1	-4	3
O=C(NCCN1CCCCC1)Nc1ccccc1	34	-4	-5	-7	106	2	106	-4	0.9	-9	9
Cn1c(=O)c2[nH]c(N3CCN(c4ccccc4)CC3)nc2n(C)c1=O	10	-1	-6	-7	104	15	106	-3	0.9	-2	11
CCOC(=O)C1=C(C)Nc2ccccc2N=C1NC(=O)c1ccc(Cl)c(S(=O)(=O)N2CCCC2)c1	16	-5	-3	-6	?	6	104	-1	2.7	0	9
CCC1(C)OC(=O)NN(c2ccc(C)cc2)C1(C)O (stereo not given)	15	-15	-13	-2	106	0	107	-5	0.0	-8	14
O=C(COC(=O)CC(c1ccccc1)c1ccccc1)Nc1c(F)cccc1F	3	-2	-6	-2	102	12	102	-3	1.2	-5	13
CCNC(=O)CCSc1nnc(-c2ccncc2)o1	62	-5	-7	-9	98	0	97	-4	-0.3	-4	24
O=C(Nc1ccc2c(c1)OCCO2)c1c(F)c(F)c(F)c(F)c1F	26	-3	0	-2	103	7	100	0	-0.1	-5	9
CC1=C(C(=O)OC2CCCCC2)C(c2cccnc2)n2nnnc2N1 (stereo not given)	18	-1	-11	1	100	1	100	-3	-0.1	-5	5
O=C(Oc1ccc([N+](=O)[O-])cc1)c1cc(-c2ccccc2)nc2ccccc12	25	4	2	3	102	3	99	2	0.2	5	8
CCOC(=O)N1CCN(c2c(-c3ccc(C(C)C)cc3)c(=O)c2=O)CC1	20	0	0	1	99	4	101	-1	0.7	0	18
Cc1nn(-c2ccccc2)c2c1C(c1ccco1)C(C#N)=C(N)O2 (stereo not given)	20	0	1	1	102	3	104	-3	0.6	-5	36
Cc1ccc(SCc2[nH]nc3c2C2(CCSCC2)C(C#N)=C(N)O3)cc1	34	-10	-15	-10	100	42	98	-2	0.4	-7	18
CC1=NN(c2ccccc2)C(=O)/C1=C/C=C/C=C/N(C)C	12	2	0	-2	105	0	107	0	-0.2	-2	11
CCn1c(C2CC(=O)N(c3cc(C)cc(C)c3)C2)nc2ccccc21 (stereo not given)	21	-7	-7	-10	98	6	80	0	1.0	0	8
COc1ccc(OC)c(S(=O)(=O)Nc2cccc(C(C)=O)c2)c1	29	-7	-6	-13	101	5	101	3	0.7	-3	12
O=P(c1ccccc1)(c1ccccc1)C1CCCO1 (stereo not given)	12	-6	-7	-10	98	14	98	-2	1.2	-5	6
COc1ccc(COC(=O)C2=C(C)NC(=O)NC2c2ccc(O)c(OC)c2)cc1 (stereo not given)	4	1	0	2	101	1	107	2	0.2	0	5
CC(=O)Nc1nc(N2C(=O)c3ccccc3C2=O)n(-c2ccccc2)n1	36	-7	-11	-19	100	3	103	-1	2.3	-10	15
COc1ccc(N/C=C(\C#N)c2nc3ccccc3n2C)c(OC)c1	19	-4	0	0	98	5	101	0	1.4	0	15
CCN(CC)c1ccc(C(=O)OCC(=O)Nc2ccccc2-c2ccccc2)cc1	11	-6	-5	-1	100	14	99	-5	6.9	-3	14
CN(C)C(CNC(=O)c1cccnc1Sc1ccccc1)c1ccco1 (stereo not given)	33	-10	-5	-9	105	0	107	-1	-1.3	-3	7
CCOC(=O)C(C)Sc1nnc(-c2ccccc2O)n1Cc1ccccc1 (stereo not given)	37	3	-2	0	93	0	79	-2	0.5	2	1
Cc1ccccc1NC(=O)Cn1c(C)nc2ccc(NC(=O)C3CC3)cc2c1=O	53	4	1	0	97	2	96	-1	-0.1	-2	8
CC1CCCC(C)N1Cc1cn2ccccc2n1 (stereo not given)	21	-12	-5	-16	102	4	102	0	0.5	-1	31
CCc1nc2ccccc2c(C(=O)NCc2ccccc2)c1C	9	-2	-3	-6	102	1	105	-3	0.3	-1	10
CCC(=O)Nc1cccc(NC(=O)COc2ccc(OC)cc2)c1	34	-7	-2	-15	103	49	105	0	-0.1	-5	14
CCCn1c(=O)n(N)c2ccccc21	8	1	-1	-1	102	5	101	0	0.7	0	3
CCCc1n[nH]c2c1C(=O)C(C(=O)OC)C(C)(C)C2 (stereo not given)	40	-1	-2	-3	119	1	112	8	-0.3	1	10
COc1cccc(NC(=S)NCCCN2CCOCC2)c1	13	-7	-11	-18	99	0	100	-5	0.1	-5	12
Cc1nn(-c2ccccc2)c2c1C(c1ccncc1)C(C#N)=C(N)O2 (stereo not given)	11	-7	-7	-10	93	-5	96	0	-4.2	-5	8
O=C(Nc1ccccc1)NC1CCN(Cc2ccccc2)CC1	14	-5	-6	-5	98	3	98	-1	0.8	-1	10
CN(C)C(CNC(=O)c1oc2ccccc2c1CSc1ncn[nH]1)c1ccco1 (stereo not given)	13	-2	-3	-6	102	4	101	-3	0.7	-3	7

Profiles, quoted from the list:
Cc1nn(-c2ccccc2)c2c1C(c1ccncc1)C(C#N)=C(N)O2 (stereo not given) in the list: GSH bead fluor: 11; Bcl-2 Bim block: -7; Bim-Bcl-B: -7; Bfl-1 Bim block: -10; RGS7-Gao reg: 93; ABCG2 block: -5; RGS4-Gao reg: 96; Bim-Bcl-W: 0; ABCB1 block: -4.2; Bim-Bcl-XL: -5; Avidin fluor: 8
COc1ccc(N/C=C(\C#N)c2nc3ccccc3n2C)c(OC)c1 in the list: GSH bead fluor: 19; Bcl-2 Bim block: -4; Bim-Bcl-B: 0; Bfl-1 Bim block: 0; RGS7-Gao reg: 98; ABCG2 block: 5; RGS4-Gao reg: 101; Bim-Bcl-W: 0; ABCB1 block: 1.4; Bim-Bcl-XL: 0; Avidin fluor: 15
CCCc1n[nH]c2c1C(=O)C(C(=O)OC)C(C)(C)C2 (stereo not given) in the list: GSH bead fluor: 40; Bcl-2 Bim block: -1; Bim-Bcl-B: -2; Bfl-1 Bim block: -3; RGS7-Gao reg: 119; ABCG2 block: 1; RGS4-Gao reg: 112; Bim-Bcl-W: 8; ABCB1 block: -0.3; Bim-Bcl-XL: 1; Avidin fluor: 10

Other results
SMILES	GSH bead fluor	Bcl-2 Bim block	Bim-Bcl-B	Bfl-1 Bim block	RGS7-Gao reg	ABCG2 block	RGS4-Gao reg	Bim-Bcl-W	ABCB1 block	Bim-Bcl-XL	Avidin fluor
O=C(Nc1nn(Cc2ccccc2F)cc1Br)c1cccs1	14	0	0	1	100	1	98	0	0.3	2	29
COCCNC(=O)c1c(CSc2ccc(F)cc2)noc1C(=O)NCc1ccccc1	9	0	-1	0	99	2	102	1	0.4	-1	10
CCOC(=O)N1CCN(c2cc(=O)n(C3CCCCC3)c(=O)[nH]2)CC1	23	-6	-4	-16	101	35	100	1	0.5	-3	31
CN(C)c1ccc(C(CC(=O)O)C(=O)O)cc1 (stereo not given)	16	0	-4	-3	85	1	89	-2	0.1	-4	10
COc1ccc(CCN2C(=O)CC(Cc3ccc(Br)cc3)C2=O)cc1OC (stereo not given)	11	-10	-10	-18	101	11	101	-3	2.8	-9	18
Nc1c(Cl)cc(Cl)cc1C(=O)OCC(=O)N1CCOCC1	11	0	-2	-6	91	2	93	-1	0.6	-6	23
C=CCN1C(=O)C(Cc2ccc(Br)cc2)S/C1=N\N=C\c1ccco1 (stereo not given)	28	-2	0	0	100	5	101	-1	1.1	0	17
CCCCCOc1ccc(C2C(C(C)=O)=C(C)Nc3ncnn32)cc1OC (stereo not given)	28	-11	-10	-16	100	10	103	-2	1.4	-6	12
Cc1ccccc1CC1(CO)CCCN(Cc2ccc(C#CC(C)(C)O)cc2)C1 (stereo not given)	15	-5	-2	-7	106	3	103	-3	1.3	-6	12
CCN(c1ccccc1)S(=O)(=O)c1ccc(OC)c(NC(=O)Cn2cnc3c2c(=O)n(C)c(=O)n3C)c1	15	-3	-6	-4	98	0	99	-7	-0.1	-6	8
CCN1CCN(C(=O)CCc2nc3ccccc3n2-c2ccccc2)CC1	7	1	-2	-1	102	5	101	-3	0.2	-2	13
O=C(CSc1nc2ccccc2s1)N/N=C/c1ccc(C(=O)O)cc1	11	-2	-2	-3	103	0	105	0	-0.1	0	21
CCN(CC(=O)NC1CCS(=O)(=O)C1)C(=O)COc1ccccc1-c1ccccc1 (stereo not given)	16	-2	-3	-3	99	3	97	-2	0.5	-1	21
COc1ccc(N2CCN(CCCNC(=O)C3CCCN(S(=O)(=O)c4c(C)n[nH]c4C)C3)CC2)cc1 (stereo not given)	11	0	1	-4	94	2	102	-3	1.2	-4	5
Cc1ccc(C)c(NC(=S)NCc2cccs2)c1	6	0	-2	0	100	1	101	-1	0.2	-3	3
C=CCN(c1ccccc1)S(=O)(=O)c1cccc(C(=O)Nc2nnc(SCC)s2)c1	6	5	0	4	102	-3	104	1	-0.3	1	3
COc1cccc(N2CCN(C(=O)C3CCCN(S(=O)(=O)c4cnc[nH]4)C3)CC2)c1 (stereo not given)	13	-7	-2	-8	100	1	101	0	0.5	-3	7
O=C(Cn1cnc2ccccc2c1=O)Nc1ccc(S(=O)(=O)N2CCOCC2)cc1	14	-2	-6	-6	?	-4	98	-3	0.1	-4	12
CCOC(=O)C1CCCN(C(=O)C2CCN(S(=O)(=O)N3CCC4(CC3)OCCO4)CC2)C1 (stereo not given)	27	-10	-6	-16	100	-3	99	-2	0.3	-6	13
CCOc1cc(C(=O)Nc2cc(C)ccc2OC)ccc1OCC(=O)N1CCCCC1	14	0	-1	-4	95	16	100	2	2.3	1	14

Outcome played no part in choosing rows; any-hit rate near 1.3%.
